Efflux pump inh – inhibitors of Candida antifungal efflux pumps expressed in yeast. S. cerevisiae Candida pump triplex, Nile Red efflux. inhibition, % at 10 µM. hit rate 0.44% among 330,000;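 active = plate passing quality check with inhibition over a set limit, or well fluorescence over plate mean plus 4 SD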;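 also: Nile Red retained in pooled yeast measured as flow cytometry median fluorescence; 0% = buffer negative control and 100% = Enniatin B positive control; higher means more Nile Red kept so more efflux inhibition; some compounds called inactive have numbers as strong as hits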
MCL1-BIM inh – MCL1-BIM-BH3 interaction inhibition (human); Q07820; GST-MCL1 / FITC-Bim-BH3 fluorescence polarization; inhibition, % at 10.9 µM; hit rate 0.68% among 320,000; AID 2057;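 active = inhibition above the mean inhibition of all tested compounds plus 3 SD, set per campaign, cut at about 40% in these data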;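 also: 0% = DMSO wells and 100% = unlabeled Bim-BH3 peptide control; higher means more loss of mP so more displacement of Bim peptide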
Target sequence (Q07820 whole entry, looked up): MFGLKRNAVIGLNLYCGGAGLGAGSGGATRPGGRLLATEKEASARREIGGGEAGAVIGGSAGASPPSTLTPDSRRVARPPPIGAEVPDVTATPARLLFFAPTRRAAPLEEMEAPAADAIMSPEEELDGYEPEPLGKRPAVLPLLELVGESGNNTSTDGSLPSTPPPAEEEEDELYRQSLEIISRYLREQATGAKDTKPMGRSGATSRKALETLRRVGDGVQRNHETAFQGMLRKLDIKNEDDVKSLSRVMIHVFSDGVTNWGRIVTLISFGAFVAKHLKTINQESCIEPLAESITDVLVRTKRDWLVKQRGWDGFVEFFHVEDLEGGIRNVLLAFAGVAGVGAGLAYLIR
Fam108B inh – blocks mouse Fam108B hydrolase in RBBP9 counter-screen | recombinant Fam108B, FP-Rh probe fluorescence polarization | inhibition, % at 9.51 µM | hit rate 0.33% among 300,000 | AID 1947;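 active = inhibition above the screen mean inhibition plus 3 SD, computed separately per campaign, cut at about 18% in these data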;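 also: inhibitors lower polarization as less probe binds the enzyme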
Yeast superoxide – yeast age-related superoxide inhibition as caloric restriction mimetic; S. cerevisiae aged cells, superoxide DHE fluorescence; active compounds read low; superoxide response (% of plate mean), % at 10 µM; AID 2690; hit rate 0.18% among 330,000;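 active = superoxide response under a set limit, about three screen SD below normal, cut at about 65% in these data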;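 also: yeast aged for seven days with compound at 30 °C before DHE staining; 100% = average MFI of all compound-treated wells on the plate with controls excluded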
GLD-1 RNA inh – GLD-1-TGE RNA interaction inhibition (C. elegans); purified GLD-1 + fluorescein TGE RNA, fluorescence polarization; AID 2280; Q17339; inhibition, % at 5.96 µM; hit rate 0.44% among 320,000;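 active = percent inhibition above a per-plate cutoff, the plate mean of test compounds plus 3 SD, cut at about 30% in these data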;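 also: 0% = DMSO wells with GLD-1 and probe and 100% = wells lacking GLD-1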
Target sequence (Q17339 whole entry, looked up): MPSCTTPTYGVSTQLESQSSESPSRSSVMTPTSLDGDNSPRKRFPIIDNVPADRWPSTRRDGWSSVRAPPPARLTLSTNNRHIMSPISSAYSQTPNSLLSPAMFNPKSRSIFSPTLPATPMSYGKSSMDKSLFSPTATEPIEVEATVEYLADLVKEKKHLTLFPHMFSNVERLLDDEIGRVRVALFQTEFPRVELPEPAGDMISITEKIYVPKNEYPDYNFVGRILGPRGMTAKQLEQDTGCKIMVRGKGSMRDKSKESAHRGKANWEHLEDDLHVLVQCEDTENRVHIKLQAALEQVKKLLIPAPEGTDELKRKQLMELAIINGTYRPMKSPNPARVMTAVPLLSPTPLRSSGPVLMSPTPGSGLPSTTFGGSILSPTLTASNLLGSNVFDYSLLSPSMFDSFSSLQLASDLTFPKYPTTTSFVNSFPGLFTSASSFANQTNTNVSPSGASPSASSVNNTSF
MEX-5 binding – C. elegans MEX-5 TCR-2 RNA binding activity; MEX-5/FITC-TCR2 RNA binding, fluorescence polarization; active compounds read low; Q9XUB2; hit rate 0.38% among 300,000; activity score (negative = inhibition of binding), % at 10 µM;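 active = inhibition past about -25% in most replicates, and total fluorescence under double the plate's negative control median, limit read from the data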;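 also: 0% = DMSO and -100% = 5 µM competing unlabeled TCR2 RNA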
EBNA-1 inhibitor – blocks EBNA-1 binding to DNA; EBNA-1 DNA binding, fluorescence polarization; inhibition, % at 14.8 µM; hit rate 0.34% among 300,000; in the data active = inhibition above about 28%
ZTA DNA inh – blocks Epstein-Barr virus ZTA, an EBNA-1 counter-screen; hit rate 0.15% among 320,000; ZTA-DNA binding, fluorescence polarization; P03206; inhibition, % at 11 µM; in the data active = inhibition above about 33%
Bcl-xL primary – Bcl-xL (human) inhibition. Q07817. GST-Bcl-xL / FITC-Bim BH3 peptide fluorescence polarization. inhibition, % at 10.9 µM. hit rate 0.7% among 320,000. AID 2129;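 active = inhibition above the mean of all tested compounds plus 3 SD, cutoff set per campaign, cut at about 30% in these data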;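 also: 0% = DMSO wells and 100% = unlabeled Bim-BH3 peptide competitor; inhibitors lower millipolarization by displacing the labeled peptide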
Target sequence (Q07817 whole entry, looked up): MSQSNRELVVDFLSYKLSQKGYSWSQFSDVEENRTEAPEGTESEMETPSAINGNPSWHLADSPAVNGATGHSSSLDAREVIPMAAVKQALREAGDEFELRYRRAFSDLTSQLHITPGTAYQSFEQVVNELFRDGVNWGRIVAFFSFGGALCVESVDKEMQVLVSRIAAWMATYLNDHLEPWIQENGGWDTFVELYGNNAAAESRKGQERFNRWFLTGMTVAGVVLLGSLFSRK
Active calls of the source: *.

SMILES	Efflux pump inh	MCL1-BIM inh	Fam108B inh	Yeast superoxide	GLD-1 RNA inh	MEX-5 binding	EBNA-1 inhibitor	ZTA DNA inh	Bcl-xL primary
COC(=O)C1=C(C)Nc2ncnn2C1c1ccccn1 (stereo not given)	-0.1	-4	-1	87	2	0.1	6	4	-6
Cc1c(Cl)cccc1NC(=O)CC1NCCNC1=O (stereo not given)	-0.2	3	2	119	-1	0.5	-4	13	3
Cc1cccnc1CN1CCN(C(=O)CCc2nnc(CCc3ccccc3)o2)CC1	0.1	1	2	92	-1	1.1	-8	0	1
N#C/C(=C\c1c[nH]c2ccccc12)C(N)=O	0.1	4	-2	95	-4	0.8	-11	6	6
CC1CCN(CCOc2ccccc2-c2ccccc2)CC1	0.2	3	1	95	3	-2.6	-5	-3	12
C/C(=N/NC(=O)c1ccc(Br)o1)c1cccc(NC(=O)c2ccc(F)cc2)c1	0.0	5	-4	94	4	0.7	5	8	6
COc1cccc(OC)c1C(=O)NCCSC1CCCCC1	0.2	3	-1	89	-8	-2.3	-4	-25	-2
Cc1ccccc1OCC(=O)NCCS(=O)(=O)N1CCN(c2ccc(F)cc2)CC1	0.0	5	6	110	11	-0.1	2	-14	6
CS(=O)(=O)n1nc(C(=O)N2CCOCC2)nc1N	0.3	5	-6	84	2	0.0	3	8	0
Cn1c(CN2CCCCC2)c(C#N)c2ccccc21	0.0	14	-4	86	3	-1.5	-2	-3	8
CCOC(=O)c1c(N)nn(C(=O)c2ccccc2)c1-c1ccccc1	0.0	-9	-4	103	7	-1.9	-13	6	-7
Cc1cc(C)cc(NC(=O)CC2NCCNC2=O)c1 (stereo not given)	0.1	-2	-1	109	7	-0.2	4	6	4
Cc1nn(Cc2ccc([N+](=O)[O-])cc2)c(=O)n1-c1ccc(Cl)cc1	0.3	-15	-9	104	-7	0.0	-15	0	-12
Cc1c(-c2ccccn2)c(=O)[nH]n1-c1ccc(F)cc1	0.0	9	3	94	2	-3.5	4	-5	9
O=c1c(Cc2c(F)cccc2Cl)c(O)ccn1CCCn1ccnc1	0.1	6	2	98	-1	0.1	1	8	6
CCOC(=O)N1CCN(C(=O)CCN2C(=O)COc3ccc(C)cc32)CC1	0.0	0	1	103	-1	1.0	-3	-26	-2
CC(=O)NCCCc1nc2ccccc2n1Cc1ccc(C)cc1	0.1	2	5	95	-4	0.7	-6	11	3
COc1cc(C(=O)NC2CCCc3c2cnn3-c2ccccc2F)cc(OC)c1OC (stereo not given)	0.1	2	2	105	4	2.3	2	4	5
NC(=O)c1ccsc1NC(=O)C1CCCN1S(=O)(=O)c1ccc(Cl)cc1 (stereo not given)	-0.2	-1	3	101	-7	0.0	-1	2	5
Cc1ccc(NC(=O)CSc2nnc(C)c(=O)n2N)cc1	0.0	5	-1	94	-3	-1.3	6	2	4
COC(=O)c1cn[nH]c1NC(=S)Nc1ccc(Cl)c(Cl)c1	0.1	1	-1	96	3	-0.1	5	1	-2
CCn1cc(C(=O)O)c(=O)c2cc(F)c(N3CCN(S(=O)(=O)c4ccc5c(c4)OCCO5)CC3)cc21	0.1	8	0	99	-2	0.7	-11	-2	7
COc1ccc(NC(=O)CCCNC(=O)c2ccc(Cl)cc2)cc1OC	0.1	-17	-1	106	-1	1.3	-12	-4	1
C=COCCNC(=O)Nc1ccc(Cl)c(Cl)c1	-0.1	6	-8	89	-3	-0.4	-2	3	3
CCOC(=O)C1CCCN(C(=O)CNC(=O)c2nn(-c3ccc(OC)c(Cl)c3)c(=O)c3ccccc23)C1 (stereo not given)	0.0	4	-1	76	-5	1.8	7	4	4
COc1ccc(NC(=O)NCc2ccccn2)c(OC)c1	-4.0	-1	-2	91	5	-0.8	6	-6	7
CC12CCC(=O)N1C(C(=O)Nc1ccc(SC(F)F)cc1)CS2 (stereo not given)	-0.1	-2	-1	100	-8	-3.1	-17	7	2
O=C(c1ccc(N2CCCCC2)c([N+](=O)[O-])c1)N1CCOCC1	0.1	-1	1	112	7	-1.3	-13	-4	-2
Cc1cc(Cl)c(S(=O)(=O)N2CCCC2)cc1OCC(=O)NC1CCCCC1	0.2	-9	0	137	-1	-3.4	3	-8	-3
Cc1cc(=O)[nH]c(N/N=C/c2ccc(O)c(O)c2)n1	0.1	-1	-7	95	-5	-42*	-11	-8	-23
COCCn1c(=S)[nH]c2cc(C(=O)N3CCc4ccccc4C3)ccc2c1=O	-0.4	-3	2	90	-3	0.9	9	4	0
Cc1cc(C)n(CC(=O)N/N=C/c2c[nH]c3ccccc23)n1	0.0	-2	2	101	6	0.9	8	18	1
CCCOc1cccc(C(=O)N(Cc2ccco2)C2CCS(=O)(=O)C2)c1 (stereo not given)	0.0	6	-3	103	2	0.8	-4	10	3
CCOC(=O)c1ccc(N2C=C(C(=O)OC)C(c3cccc(O)c3)C(C(=O)OC)=C2)cc1	-0.2	-1	-5	96	4	-1.1	16	5	6
COc1cc(CC(=O)O)ccc1OCc1ccccc1	-0.1	-1	1	103	-1	-0.3	4	-10	6
CCCc1ccc(OCc2ccc(C(=O)N3CCSCC3)o2)cc1	0.6	4	-2	111	1	1.5	-3	0	9
CCOC(=O)c1c(C)[nH]c(C)c1C(=O)COC(=O)c1ccc(S(=O)(=O)N(CC)CC)cc1	0.0	7	4	76	8	-1.0	3	-24	-1
Cc1c(C(C)C)c(=O)n(-c2ccc(S(=O)(=O)NC3CCCCC3)cc2)n1C	0.2	-3	1	98	-3	1.3	-6	-10	-8
Cc1ccc(OCc2nnc(SCc3ccc(C#N)cc3)n2-c2ccc(C)cc2)cc1	0.1	2	-4	95	2	1.6	4	-2	-2
COCCCNS(=O)(=O)c1ccc(OC)c(Cl)c1Cl	0.0	1	4	97	6	0.3	8	4	2
CCC1(c2ccc(F)cc2)NC(=O)N(CC(=O)N2CC(=O)Nc3ccccc32)C1=O (stereo not given)	-0.1	0	0	107	-4	1.0	-1	3	-2
CCOC(=O)C1=C(C(C)=O)C(c2cccnc2)C(C#N)=C(N)O1 (stereo not given)	-0.1	11	7	107	18	-5.9	8	4	18
CCOC(=O)c1[nH]c2ccccc2c1NC(=S)Nc1cc(C)ccc1C	-0.1	10	6	92	6	-8.4	-12	19	8
O=c1c2[nH]cnc2n(-c2ccc(F)cc2)c(=O)n1Cc1ccccc1	0.1	0	7	103	-8	-1.1	-1	0	2
Cn1c(=O)c2[nH]c(CNCc3ccccc3Cl)nc2n(C)c1=O	-0.1	7	0	89	7	0.4	-6	-3	11
Cc1cc(Cl)ccc1OCC(=O)N1CCN(c2ncccn2)CC1	-0.1	-1	-4	93	3	1.8	9	7	5
COC(=O)c1cc(C(=O)Nc2nnc(CC(C)(C)C)s2)cc([N+](=O)[O-])c1	-0.1	13	1	103	8	1.1	-4	15	6
Cc1ccccc1-c1nc(CS(=O)(=O)CC(=O)NC2CCCC2)c(C)o1	0.1	4	-1	79	8	2.6	-5	-2	2

Part of the list above in order of molar mass, ascending.
SMILES	Efflux pump inh	MCL1-BIM inh	Fam108B inh	Yeast superoxide	GLD-1 RNA inh	MEX-5 binding	EBNA-1 inhibitor	ZTA DNA inh	Bcl-xL primary
CCOC(=O)C1=C(C(C)=O)C(c2cccnc2)C(C#N)=C(N)O1 (stereo not given)	-0.1	11	7	107	18	-5.9	8	4	18
COCCCNS(=O)(=O)c1ccc(OC)c(Cl)c1Cl	0.0	1	4	97	6	0.3	8	4	2
O=c1c2[nH]cnc2n(-c2ccc(F)cc2)c(=O)n1Cc1ccccc1	0.1	0	7	103	-8	-1.1	-1	0	2
CCCc1ccc(OCc2ccc(C(=O)N3CCSCC3)o2)cc1	0.6	4	-2	111	1	1.5	-3	0	9
Cc1ccccc1-c1nc(CS(=O)(=O)CC(=O)NC2CCCC2)c(C)o1	0.1	4	-1	79	8	2.6	-5	-2	2
COC(=O)c1cc(C(=O)Nc2nnc(CC(C)(C)C)s2)cc([N+](=O)[O-])c1	-0.1	13	1	103	8	1.1	-4	15	6
Cc1c(C(C)C)c(=O)n(-c2ccc(S(=O)(=O)NC3CCCCC3)cc2)n1C	0.2	-3	1	98	-3	1.3	-6	-10	-8
CCC1(c2ccc(F)cc2)NC(=O)N(CC(=O)N2CC(=O)Nc3ccccc32)C1=O (stereo not given)	-0.1	0	0	107	-4	1.0	-1	3	-2
Cc1ccc(OCc2nnc(SCc3ccc(C#N)cc3)n2-c2ccc(C)cc2)cc1	0.1	2	-4	95	2	1.6	4	-2	-2
CCOC(=O)c1c(C)[nH]c(C)c1C(=O)COC(=O)c1ccc(S(=O)(=O)N(CC)CC)cc1	0.0	7	4	76	8	-1.0	3	-24	-1

Going on with the list:
SMILES	Efflux pump inh	MCL1-BIM inh	Fam108B inh	Yeast superoxide	GLD-1 RNA inh	MEX-5 binding	EBNA-1 inhibitor	ZTA DNA inh	Bcl-xL primary
COc1cccc(NC(=O)c2oc3ccccc3c2NC(=O)c2ccc3c(c2)OCO3)c1	0.3	-5	-35	113	7	-0.2	12	-15	-4
COc1cc(/C=C/C(=O)N(C)c2ccccc2C(=O)O)cc(OC)c1OC	0.1	-2	-3	100	-1	2.4	-15	-1	5
Cc1cccc2c1[nH]c1nc(N/N=C\c3ccco3)nnc12	0.2	0	1	103	-2	2.6	-2	-13	3
COc1ccccc1N1CCN(c2nnc(-c3ccc(F)cc3)c3ccccc23)CC1	0.1	4	5	95	2	-1.1	-2	9	6
COCCC1CCCCN1Cc1cn(-c2ccccc2)nc1-c1ccc2c(c1)OCO2 (stereo not given)	0.0	-2	0	98	-2	2.5	1	-2	1
CCOP(=O)(OCC)c1nc(-c2cccc3ccccc23)oc1NCCc1ccc(OC)cc1	0.0	-8	1	89	-1	-0.6	3	8	-5
O=S1(=O)N=C(N2CCOCC2)c2ccccc21	0.0	2	5	86	7	-0.5	-4	-10	6
C=CCNC(=O)NC(=S)c1ccccc1	0.0	2	0	87	1	1.2	-6	1	0
O=C(c1cc2cc([N+](=O)[O-])ccc2oc1=O)N1CCOCC1	-0.2	-1	3	109	-2	-0.1	-2	-12	4
Cc1ccc(CCNC(=O)CN2C(=O)COc3ccc(S(=O)(=O)N4CCC(C)CC4)cc32)cc1	0.1	-6	-1	85	4	-0.5	-13	-10	3
COc1ccc(CCN2C(=O)CS/C2=N\NC(=O)c2ccc(C(C)(C)C)cc2)cc1OC	1.1	2	2	100	6	0.6	-5	1	5
Cc1cc([N+](=O)[O-])ccc1NC(=O)Nc1ccc(F)cc1F	0.0	4	1	109	-3	0.4	0	-11	3
O=C1CCC(=O)N1c1ccc(S(=O)(=O)N2CCCC2)cc1	-0.1	0	-2	117	6	1.5	5	19	3
Cc1ccc(N2CC(C(=O)N3CCOCC3)CC2=O)cc1Cl (stereo not given)	0.0	-11	0	105	-4	0.0	-4	-9	-3
Cc1ccc(NS(=O)(=O)c2ccc(C(=O)NNC(=O)c3ccccc3O)cc2)cc1	-0.1	-1	3	85	4	-3.1	-4	9	5
Cc1cccc(C2NC(=O)c3c(sc(C)c3C)N2)c1O (stereo not given)	-0.1	8	0	91	-2	-2.0	0	20	7

Source: PubChem
